From PubChem
TcdB GH inh: TcdB glycohydrolase inhibition; hit rate 0.24% among 350,000; inhibition, % at 9.99 µM; TcdB glycohydrolase enzymatic assay, plate reader; P18177; in the data active = inhibition above about 10%
Target sequence (P18177 whole entry, looked up): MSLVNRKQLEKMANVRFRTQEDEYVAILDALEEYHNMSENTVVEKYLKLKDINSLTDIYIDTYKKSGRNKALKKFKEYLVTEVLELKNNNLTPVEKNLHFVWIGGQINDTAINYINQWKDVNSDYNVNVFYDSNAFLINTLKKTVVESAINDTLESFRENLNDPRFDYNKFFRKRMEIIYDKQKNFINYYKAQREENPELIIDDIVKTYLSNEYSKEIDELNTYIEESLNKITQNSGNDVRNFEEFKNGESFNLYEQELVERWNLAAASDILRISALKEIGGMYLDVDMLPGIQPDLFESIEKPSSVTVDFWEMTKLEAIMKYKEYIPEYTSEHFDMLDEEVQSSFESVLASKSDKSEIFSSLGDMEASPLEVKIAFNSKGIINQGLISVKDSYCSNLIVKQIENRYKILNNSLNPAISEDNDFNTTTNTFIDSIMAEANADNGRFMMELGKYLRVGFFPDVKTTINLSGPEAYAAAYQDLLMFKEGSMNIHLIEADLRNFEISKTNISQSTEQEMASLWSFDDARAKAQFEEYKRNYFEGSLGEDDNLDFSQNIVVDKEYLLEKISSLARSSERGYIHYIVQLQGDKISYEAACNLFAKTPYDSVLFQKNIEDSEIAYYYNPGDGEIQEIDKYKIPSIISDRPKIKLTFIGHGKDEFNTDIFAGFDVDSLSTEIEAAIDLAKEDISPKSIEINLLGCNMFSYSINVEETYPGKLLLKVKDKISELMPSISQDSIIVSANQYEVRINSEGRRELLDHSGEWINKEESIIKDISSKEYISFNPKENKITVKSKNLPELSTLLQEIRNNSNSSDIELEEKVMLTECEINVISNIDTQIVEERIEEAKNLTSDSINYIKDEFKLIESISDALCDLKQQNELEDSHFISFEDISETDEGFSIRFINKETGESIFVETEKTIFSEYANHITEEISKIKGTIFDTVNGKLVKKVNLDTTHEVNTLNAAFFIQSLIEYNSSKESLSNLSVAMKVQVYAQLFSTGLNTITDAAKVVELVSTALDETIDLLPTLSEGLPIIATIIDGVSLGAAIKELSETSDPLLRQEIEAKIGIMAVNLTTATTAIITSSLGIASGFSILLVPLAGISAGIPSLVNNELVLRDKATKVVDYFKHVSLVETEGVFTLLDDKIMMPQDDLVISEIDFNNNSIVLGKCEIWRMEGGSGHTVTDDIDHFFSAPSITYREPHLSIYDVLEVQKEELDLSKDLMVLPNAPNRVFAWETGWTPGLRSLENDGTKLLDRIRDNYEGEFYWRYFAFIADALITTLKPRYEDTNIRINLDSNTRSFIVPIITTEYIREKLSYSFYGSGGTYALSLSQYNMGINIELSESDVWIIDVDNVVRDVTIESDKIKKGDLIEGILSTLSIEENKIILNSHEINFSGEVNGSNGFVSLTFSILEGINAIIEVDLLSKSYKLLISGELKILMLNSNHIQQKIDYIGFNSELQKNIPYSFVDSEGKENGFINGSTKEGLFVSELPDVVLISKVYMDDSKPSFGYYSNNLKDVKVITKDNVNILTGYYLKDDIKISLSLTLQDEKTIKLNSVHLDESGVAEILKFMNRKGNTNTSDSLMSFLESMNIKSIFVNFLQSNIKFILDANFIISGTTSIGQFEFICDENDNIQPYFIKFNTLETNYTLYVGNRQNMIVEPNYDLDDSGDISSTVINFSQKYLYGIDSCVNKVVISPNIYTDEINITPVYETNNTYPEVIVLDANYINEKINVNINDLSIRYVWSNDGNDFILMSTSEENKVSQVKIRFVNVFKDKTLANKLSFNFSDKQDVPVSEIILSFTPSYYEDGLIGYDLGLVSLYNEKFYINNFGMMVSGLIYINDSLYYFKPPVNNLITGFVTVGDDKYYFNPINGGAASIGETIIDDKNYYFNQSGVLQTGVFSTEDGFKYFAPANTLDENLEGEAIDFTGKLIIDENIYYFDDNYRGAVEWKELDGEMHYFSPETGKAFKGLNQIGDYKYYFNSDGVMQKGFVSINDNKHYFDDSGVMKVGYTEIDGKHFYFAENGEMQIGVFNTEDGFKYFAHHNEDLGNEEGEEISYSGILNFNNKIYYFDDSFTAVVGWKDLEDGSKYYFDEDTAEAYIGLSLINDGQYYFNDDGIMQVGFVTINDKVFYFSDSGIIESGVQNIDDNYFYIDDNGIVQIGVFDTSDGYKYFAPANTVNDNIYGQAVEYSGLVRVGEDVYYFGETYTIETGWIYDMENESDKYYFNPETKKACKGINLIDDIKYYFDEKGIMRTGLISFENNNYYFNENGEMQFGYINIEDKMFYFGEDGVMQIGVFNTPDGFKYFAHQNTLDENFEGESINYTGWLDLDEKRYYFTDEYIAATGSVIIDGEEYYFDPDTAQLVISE
* = called active by the depositor; & = joins results of further samples. A portion of the library; rates above refer to the full screens.

A first look, 4 compounds:
SMILES | TcdB GH inh
C[C@@H]1CN([C@H](C)CO)C(=O)c2ccccc2-c2ccccc2CO[C@H]1CN(C)C(=O)c1ccccc1 | 0.1
COc1ccc(CN(C)C[C@@H]2OCCCC[C@H](C)Oc3ccc(NC(=O)Nc4cccc5ccccc45)cc3C(=O)N([C@H](C)CO)C[C@H]2C)cc1 | -2.1
O=S(=O)(N[C@H]1CC[C@@H](CCn2cc(-c3ccccn3)nn2)O[C@@H]1CO)c1cccc(Cl)c1 | -1.3
C[C@H](CO)N1C[C@H](C)[C@@H](CN(C)CC2CCCCC2)Oc2c(NC(=O)Nc3ccccc3)cccc2C1=O | -0.1

Results, previewed entries included:
SMILES | TcdB GH inh
C[C@@H]1CN([C@H](C)CO)C(=O)c2ccccc2-c2ccccc2CO[C@H]1CN(C)C(=O)c1ccccc1 | 0.1
COc1ccc(CN(C)C[C@@H]2OCCCC[C@H](C)Oc3ccc(NC(=O)Nc4cccc5ccccc45)cc3C(=O)N([C@H](C)CO)C[C@H]2C)cc1 | -2.1
O=S(=O)(N[C@H]1CC[C@@H](CCn2cc(-c3ccccn3)nn2)O[C@@H]1CO)c1cccc(Cl)c1 | -1.3
C[C@H](CO)N1C[C@H](C)[C@@H](CN(C)CC2CCCCC2)Oc2c(NC(=O)Nc3ccccc3)cccc2C1=O | -0.1
C[C@@H]1CN([C@H](C)CO)C(=O)c2cc(NS(=O)(=O)c3ccc(Cl)cc3)ccc2O[C@@H](C)CCCCO[C@H]1CN(C)Cc1ccc(Cl)c(Cl)c1 | -12
COc1ccc2c3c(n(C)c2c1)[C@H](CO)N(C(=O)Nc1ccc(F)cc1)CC31CCN(C(=O)c2ccccc2F)CC1 | 0.3
C[C@H]1CN([C@@H](C)CO)C(=O)c2cccc(NC(=O)C3CC3)c2O[C@H]1CN(C)C(=O)Nc1ccccc1 | -0.1
CN(C)C(=O)C[C@H]1CC[C@H]2[C@@H](COc3ccc(NC(=O)C4CCC4)cc3C(=O)N2C)O1 | 0.2
C[C@@H]1CN([C@@H](C)CO)C(=O)c2cc(/C=C/c3ccccc3)cnc2O[C@@H]1CN(C)C(=O)Nc1ccc(C(F)(F)F)cc1 | -1.6
O=C(Nc1ccccc1F)N1CC(=O)N2[C@H](C1)[C@H](c1ccc(C#Cc3ccc(F)cc3)cc1)[C@@H]2CO | 0.4
Cc1ccc(S(=O)(=O)N[C@H]2CC[C@@H](CCNC(=O)C3CCOCC3)O[C@H]2CO)cc1 | -5.2
CCC(=O)N1[C@@H]2c3ccc(/C=C/c4ccccc4)c(=O)n3C[C@H]1[C@H](CO)[C@H]2C(=O)N(C)C | -0.4
Cc1noc(C)c1NC(=O)N(C)C[C@@H]1Oc2ncc(C#CCN(C)C)cc2C(=O)N([C@H](C)CO)C[C@H]1C | 0.3
O=C(C1CCCC1)N1CC(=O)N2[C@H](CO)[C@H](c3ccc(C#Cc4cccc(F)c4)cc3)[C@@H]2C1 | 1.2
C[C@@H]1CN([C@@H](C)CO)C(=O)c2cc(C#Cc3ccccn3)cnc2O[C@@H]1CN(C)Cc1cccnc1 | 0.6

Taken from above.
In TcdB GH inh, COc1ccc2c3c(n(C)c2c1)[C@H](CO)N(C(=O)Nc1ccc(F)cc1)CC31CCN(C(=O)c2ccccc2F)CC1 shows 0.3
In TcdB GH inh, CCC(=O)N1[C@@H]2c3ccc(/C=C/c4ccccc4)c(=O)n3C[C@H]1[C@H](CO)[C@H]2C(=O)N(C)C shows -0.4
In TcdB GH inh, C[C@@H]1CN([C@@H](C)CO)C(=O)c2cc(/C=C/c3ccccc3)cnc2O[C@@H]1CN(C)C(=O)Nc1ccc(C(F)(F)F)cc1 shows -1.6
In TcdB GH inh, CN(C)C(=O)C[C@H]1CC[C@H]2[C@@H](COc3ccc(NC(=O)C4CCC4)cc3C(=O)N2C)O1 shows 0.2
In TcdB GH inh, C[C@@H]1CN([C@H](C)CO)C(=O)c2ccccc2-c2ccccc2CO[C@H]1CN(C)C(=O)c1ccccc1 shows 0.1

More results
SMILES | TcdB GH inh
O=C(C[C@@H]1CC[C@@H](NC(=O)Nc2ccc(F)cc2)[C@H](CO)O1)NCc1ccccn1 | 0.0
CCCNC(=O)N1C[C@@H]2[C@H](c3ccccc31)[C@H](CO)N2Cc1cc(F)ccc1F | -0.9
COc1ccc(CN(C)C[C@@H]2Oc3ccc(NS(=O)(=O)c4ccc(OC)cc4)cc3C(=O)N([C@@H](C)CO)C[C@H]2C)cc1 | 0.7
C[C@H]1CN([C@@H](C)CO)C(=O)Cc2cc(NS(=O)(=O)c3ccc(Cl)cc3)ccc2O[C@@H]1CN(C)S(=O)(=O)c1ccc(Cl)cc1 | -0.5
O=C(C[C@@H]1C=C[C@@H](NC(=O)c2cnccn2)[C@@H](CO)O1)NCc1ccccc1F | 0.7
O=C(C[C@@H]1CC[C@H]2[C@@H](COC[C@@H](O)CN2Cc2cc(F)ccc2F)O1)NCc1ccccc1 | 0.2
O=C(C[C@H]1CC[C@@H]2[C@H](COC[C@H](O)CN2Cc2cccc(C(F)(F)F)c2)O1)NCc1ccncc1 | -0.6
CC(C)c1cn(CC[C@H]2CC[C@H](NS(=O)(=O)c3ccccc3)[C@@H](CO)O2)nn1 | -0.3
CC(=O)N1[C@@H]2c3ccc(C4=CCCCC4)c(=O)n3C[C@@H]2[C@@H](CO)[C@@H]1C(=O)N1CCCCC1 | 0.3
C/C=C/c1ccc([C@H]2[C@@H](CO)N(C(C)=O)C23CN(C(=O)NC2CCCCC2)C3)cc1 | -0.5
Cc1noc(C)c1S(=O)(=O)Nc1ccc2c(c1)C(=O)N([C@H](C)CO)C[C@@H](C)[C@H](CN(C)Cc1ccc3c(c1)OCO3)OCCCC[C@@H](C)O2 | 0.5
COc1ccc(NC(=O)N(C)C[C@@H]2Oc3ccc(NC(=O)NC4CCCCC4)cc3C(=O)N([C@H](C)CO)C[C@@H]2C)cc1 | 0.2
CCCN1[C@H](C(=O)N2CCCCC2)[C@@H](CO)[C@@H]2Cn3c(ccc(-c4ccccc4F)c3=O)[C@@H]21 | -2.9
O=S(=O)(c1ccc(F)cc1)N1C[C@H]2[C@@H](c3ccccc31)[C@H](CO)N2Cc1ccc2c(c1)OCO2 | 3.1
CCCC#Cc1cnc2c(c1)C(=O)N([C@H](C)CO)C[C@@H](C)[C@@H](CN(C)C(=O)c1cccc(F)c1)O2 | 0.6
CCS(=O)(=O)NCC[C@@H]1CC[C@@H](NS(=O)(=O)c2cccc(F)c2)[C@H](CO)O1 | -0.1
CCCNC(=O)c1cc2c(c(-c3cccc(-c4ccc(F)cc4)c3)n1)[C@@H](CCO)N([S@](=O)C(C)(C)C)C2 | -0.4
CCCC(=O)Nc1ccc2c(c1)C(=O)N(C)[C@H]1CC[C@@H](CC(=O)NCCN3CCCCC3)O[C@H]1CO2 | -0.2
C[C@H](CO)N1C[C@H](C)[C@@H](CN(C)C(=O)Cc2ccncc2)Oc2cc(-c3cncnc3)ccc2S1(=O)=O | 0.5
CO[C@H]1CN(C)C(=O)c2ccc(NC(=O)Cc3ccccc3)cc2OC[C@@H](C)N(C(C)=O)C[C@H]1C | -1.5
C[C@H]1CCCCO[C@@H](CN(C)C(=O)Nc2ccc(F)cc2)[C@@H](C)CN([C@@H](C)CO)C(=O)c2cc(NC(=O)Cc3ccccc3)ccc2O1 | 1.2
C[C@@H]1CN([C@@H](C)CO)C(=O)c2cc(NC(=O)c3ccccc3)ccc2O[C@@H](C)CCCCO[C@@H]1CN(C)C(=O)Nc1ccccc1 | -0.2
CCNC(=O)[C@@H]1[C@@H](CO)[C@@H]2Cn3c(ccc(C4=CCCC4)c3=O)[C@H]1N2Cc1cccnc1 | 1.8
C[C@@H]1CCCCO[C@H](CN(C)C(=O)Nc2ccc(C(F)(F)F)cc2)[C@H](C)CN([C@@H](C)CO)C(=O)c2cc(NC(=O)Nc3cccc4ccccc34)ccc2O1 | 0.8
O=C(C[C@@H]1CC[C@@H](NC(=O)NC2CCCCC2)[C@H](CO)O1)NCc1ccc(Cl)cc1 | 0.1
O=C(C[C@H]1CC[C@H](NS(=O)(=O)c2ccccc2F)[C@H](CO)O1)NCCCN1CCOCC1 | -0.3
Cc1ccccc1-c1ccc2c(c1)O[C@H](CN(C)C(=O)c1ccccn1)[C@@H](C)CN([C@@H](C)CO)S2(=O)=O | 1.1
C[C@H](CO)N1C[C@H](C)[C@@H](CN(C)C(=O)Nc2ccc(F)cc2)Oc2ccc(NC(=O)NC3CCCCC3)cc2CC1=O | 0.6
COc1ccc(-c2ccc([C@@H]3[C@@H](CO)N4C(=O)CN(C(=O)c5ccccn5)C[C@H]34)cc2)cc1 | 1.6
C[C@@H]1CN([C@@H](C)CO)C(=O)c2cc(NC(=O)Cn3cnnn3)ccc2O[C@H]1CN(C)Cc1ccc(C(F)(F)F)cc1 | 0.0

Pulled by structure from the entries so far, 2 records:
SMILES | TcdB GH inh
CCS(=O)(=O)NCC[C@@H]1CC[C@@H](NS(=O)(=O)c2cccc(F)c2)[C@H](CO)O1 | -0.1
Cc1ccccc1-c1ccc2c(c1)O[C@H](CN(C)C(=O)c1ccccn1)[C@@H](C)CN([C@@H](C)CO)S2(=O)=O | 1.1

(continued)
SMILES | TcdB GH inh
CN(C)C(=O)C[C@@H]1CC[C@H]2[C@@H](COC[C@H](O)CN2C(=O)C2CCOCC2)O1 | 1.4
C[C@H]1CN([C@@H](C)CO)C(=O)c2cc(NS(C)(=O)=O)ccc2O[C@H]1CN(C)C(=O)NC1CCCCC1 | 0.5
C[C@H]1CN([C@@H](C)CO)C(=O)c2cc(NC(=O)CCC(F)(F)F)ccc2O[C@@H]1CN(C)C(=O)NC1CCCCC1 | -0.6
C[C@@H]1CCCCO[C@H](CN(C)S(=O)(=O)c2cn(C)cn2)[C@H](C)CN([C@@H](C)CO)C(=O)c2cc(NS(=O)(=O)c3ccccc3)ccc2O1 | 1.5
O=C(NCC[C@@H]1CC[C@@H](NC(=O)C2CC2)[C@@H](CO)O1)c1ccc(F)cc1 | 0.7
N#C[C@H]1N[C@H](CO)[C@@H]1c1ccc(/C=C/c2ccccc2)cc1 | 3.1&0.5
C[C@H](NC(=O)C[C@H]1C[C@@H]2c3cc(NC(=O)C4CCOCC4)ccc3O[C@@H]2[C@H](CO)O1)c1ccccc1 | -0.9
CC(C)CC#Cc1cnc2c(c1)C(=O)N([C@H](C)CO)C[C@@H](C)[C@H](CN(C)S(C)(=O)=O)O2 | -11
C[C@@H](NC(=O)[C@H]1[C@H](CO)[C@H]2Cn3c(cccc3=O)[C@@H]1N2C(=O)C1CCCC1)c1ccccc1 | -2.2
Cc1noc(C)c1S(=O)(=O)N(C)C[C@H]1Oc2ccc(NS(=O)(=O)c3cccs3)cc2CC(=O)N([C@@H](C)CO)C[C@@H]1C | 0.2
C[C@H]1CCCCO[C@@H](CN(C)C(=O)c2ccccc2)[C@@H](C)CN([C@@H](C)CO)C(=O)c2cc(NS(=O)(=O)c3ccccc3)ccc2O1 | -0.2
C[C@H](CO)N1C[C@H](C)[C@@H](CN(C)C(=O)Cc2ccccc2)Oc2cc(C3=CCCCC3)ccc2S1(=O)=O | -0.6
C[C@H](CO)N1C[C@H](C)[C@H](CN(C)Cc2ccccn2)Oc2cc(C#CCN(C)C)ccc2S1(=O)=O | 0.3
C[C@@H]1CN([C@@H](C)CO)S(=O)(=O)c2ccc(/C=C/c3ccccc3)cc2O[C@@H]1CN(C)Cc1cccnc1 | -0.1
CCS(=O)(=O)Nc1ccc2c(c1)C(=O)N(C)[C@@H]1CC[C@H](CC(=O)N3CCOCC3)O[C@@H]1CO2 | 0.4
C[C@H](CO)N1C[C@H](C)[C@@H](CN(C)Cc2ccccc2C(=O)O)OCc2cn(nn2)CCCC1=O | 0.6
O=C(C[C@@H]1CC[C@H](NC(=O)Nc2cc(F)ccc2F)[C@H](CO)O1)NCc1ccncn1 | -0.2
Cc1cccc(-c2ccc([C@@H]3[C@H]4CN(C(=O)Cc5ccccn5)CC(=O)N4[C@H]3CO)cc2)c1 | -0.1
O=C(C[C@@H]1CC[C@@H]2[C@H](COC[C@H](O)CN2CC2CCCCC2)O1)NCc1ccc(F)cc1 | -5.1
COCc1cn(CC[C@@H]2CC[C@H](NC(=O)Nc3ccc(C(F)(F)F)cc3)[C@@H](CO)O2)nn1 | 0.0
COc1ccc2c3c(n(C)c2c1)[C@@H](CO)N(C(=O)Nc1ccc(F)cc1)CC31CN(Cc2ccccn2)C1 | -0.5
COc1ccccc1S(=O)(=O)N[C@@H]1C=C[C@H](CC(=O)N2CCOCC2)O[C@@H]1CO | -17
CC(C)CC#Cc1ccc2c(c1)O[C@@H](CN(C)C(=O)Nc1ccccc1)[C@H](C)CN([C@H](C)CO)S2(=O)=O | 0.3
C[C@@H]1CN([C@@H](C)CO)C(=O)c2cccc(NC(=O)C3CC3)c2O[C@@H]1CN(C)C(=O)Nc1ccc(F)cc1 | 0.4
C[C@H]1CN([C@@H](C)CO)S(=O)(=O)c2ccc(-c3ccncc3)cc2O[C@H]1CN(C)Cc1cncnc1 | -5.6
O=C(Cc1ccccc1)N1CC(=O)N2[C@H](C1)[C@@H](c1ccc(Br)cc1)[C@@H]2CO | -0.9
O=C(C[C@H]1CC[C@H](NC(=O)C2CC2)[C@@H](CO)O1)NCc1ccncc1 | 0.7
C[C@@H]1CCCCO[C@H](CN(C)Cc2ccc(C(=O)O)cc2)[C@@H](C)CN([C@H](C)CO)C(=O)c2cc(NS(=O)(=O)c3cccs3)ccc2O1 | -0.2
CCCN1[C@H](C(=O)N[C@@H](C)c2ccccc2)[C@@H](CO)[C@@H]2Cn3c(ccc(-c4cccc(F)c4)c3=O)[C@@H]21 | 0.6
CC(C)NC(=O)Nc1ccc2c(c1)C(=O)N([C@@H](C)CO)C[C@H](C)[C@@H](CN(C)Cc1ccc3c(c1)OCO3)OCCCC[C@@H](C)O2 | -0.9
COc1ccc(C(=O)N2C[C@H]3[C@@H](c4ccccc42)[C@H](CO)N3Cc2ccc(Cl)cc2)cc1 | -1.9
C[C@H]1CN([C@@H](C)CO)C(=O)c2cc(NC(=O)CCCN(C)C)ccc2O[C@H]1CN(C)S(=O)(=O)c1cn(C)cn1 | 0.0
C[C@H](CO)N1C[C@H](C)[C@H](CN(C)C(=O)c2ccncc2)Oc2ncc(C#CC3CCCC3)cc2C1=O | 0.1
COc1ccc(CNC(=O)C[C@@H]2C[C@@H]3c4cc(NS(C)(=O)=O)ccc4O[C@@H]3[C@H](CO)O2)cc1 | 0.8
COc1ccc(NC(=O)N(C)C[C@@H]2Oc3ncc(C#Cc4ccc(F)cc4)cc3C(=O)N([C@H](C)CO)C[C@@H]2C)cc1 | 0.4
CCNC(=O)C[C@@H]1CC[C@@H]2[C@H](COC[C@H](O)CN2C(=O)C2CC2)O1 | 0.6
